MT stabilizer: microtubule stabilizers in HeLa cells; HeLa tubulin immunostaining HCS, 24 h; share of cells brighter than vehicle mean+2SD; % tubulin-high responders, % at 10 µM; 0.83% of 200,000 active; AID 2205;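 active means plate Z-score above 3 for both tubulin-high and condensed-nucleus cell shares, with cell loss under 80%, at 10 µM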;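 further: anti alpha tubulin signal scored within the nucleus-defined area of each cell; some results filed as inactive read as strong as hits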
Myeloid diff 2: compounds promoting myeloid differentiation; ER-HoxA9 myeloid progenitors, lysozyme-GFP differentiation, flow cytometry; calls only at 10 µM; 1% of 360,000 active;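 active means normalized GFP-positive differentiation at or above the plate's own cutoff, the solvent-only control mean plus 3 SD; inconclusive means no clear call, values can overlap the other calls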;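 further: cells exposed to compound for four days before flow analysis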
TNAP activation fold: human TNAP enzyme activators, primary screen, biochemical, luminescent, no phosphate acceptor, uHTS (AID 1001); purified TNAP, luminescent activation assay, no phosphate acceptor; higher activation fold means a stronger effect; one-dose activation fold at 20 µM; EC50 in µM for titrated hits; 0.03% of 200,000 active; in the data active means activation fold from about 3, or a potency from the dose series; inactive means the rest, 99 in 100 with activation fold below about 1.6; further: many of its hits are not listed in these tables
Lipid droplet: modulators of hepatic lipid droplet formation. inhibition, % at 6.5 µM. AML12 mouse hepatocytes, oleate lipid droplets, BODIPY imaging. AID 1656. 0.4% of 240,000 active;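 active means lipid droplet intensity inhibited by at least 50%, with more than 500 cells counted; inconclusive means wells with under 300 cells, treated as cytotoxic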
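Assay system: AML12 hepatocytes (mouse) / Also added: 100 µM oleic acid challenge / Times: overnight treatment with compound plus oleate / Detection: high-content imaging of BODIPY-stained droplets and DAPI nuclei / Evaluation: % inhibition of lipid droplet signal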
PMI inhibitors: inhibitors of human PMI, primary screen, biochemical, fluorescence intensity, coupled assay (AID 1209) | purified PMI enzyme, coupled fluorescence intensity; higher % means a stronger effect | inhibition, % at 20 µM, or IC50 in µM where a hit was titrated | 0.42% of 190,000 active; in the data active means inhibition above about 50%;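 further: plate controls were DMSO vehicle for no effect and wells lacking substrate for full effect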
bCat nuc transl: alters nuclear translocation of beta-catenin in HeLa cells; immunofluorescence imaging; AID 1665; nuclear translocation activity, % at 5 µM; 0.3% of 190,000 active;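 active means nuclear translocation activity above 50% at 5 µM, with a well cell count of 50 or more; inconclusive means wells under 50 cells across six images, flagged as toxic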;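 further: per-cell ratio of nuclear to cytoplasmic median beta-catenin stain intensity; plate controls were DMSO negative control for no effect and GSK-3 inhibitor IX positive control for full effect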
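Test system: human HeLa cell line; Doses: 5 µM primary, 0.02–20 µM confirmation; Incubation: 24 h compound exposure, 37°C; Detection: beta-catenin immunofluorescence imaging with DAPI; Read-out: beta-catenin nuclear/cytoplasmic ratio, % activation.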
Dynein transport: dynein cargo transport inhibition | 0.47% of 220,000 active | z-score, hits read low | 3617.4 mouse cells, GR-EGFP nuclear translocation imaging; test concentration mostly 20 µM; stimulated with dexamethasone, 1 µM; active compounds read low | AID 1381;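 active means plate z-score of nuclear minus cytoplasmic receptor signal below a set negative limit, without overly bright fluorescence or cell loss, cut at about -3.5 in these data, passing the limit was not always enough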;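 further: z-score of nuclear minus cytoplasmic ring GR-EGFP intensity difference per well; some compounds called inactive have numbers as strong as hits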
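Buffer or medium: tet-free, stripped-serum medium; reagent: dexamethasone at 1.0 µM final, 30 min; incubation: 48 h induction, 1 h compound, 30 min dex at 37 °C; measured by: formaldehyde fixation, Hoechst nuclear stain, 10x automated fluorescence imaging; read-out: nuclear-to-cytoplasmic GR-EGFP distribution per well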
T cell modulator: modulates CD8 T cell binding to vesicles | 2C CD8+ T cell-vesicle binding, flow cytometry; active compounds read low | calls only at 7 µM | 0.068% of 330,000 active | AID 2052;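 active means response, share of CD8 T cells binding vesicles, and their 90th percentile fluorescence all below set limits, cut at about 80% in these data, passing the limit was not always enough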
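Material: 2C TCR transgenic mouse naive CD8+ T cells, MACS-purified. Also added: QL9-charged Drosophila Ld/ICAM-1/B7-1 vesicles. Timing: binding 1.5 h at 37 °C. Measured by: high-throughput flow cytometry with anti-B7-1 and anti-CD8 staining. Read-out: percent CD8+ FL2 mean versus row control. Controls: Unloaded micro-vesicles (low), QL9 vesicles with 0.7% DMSO (high).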
Ins promoter up: MIN6 insulin promoter up-regulation. MIN6 insulin promoter-GFP reporter, high-content imaging; active compounds read high. 0.3% of 190,000 active. AID 1625. z-score at 5 µM;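 active means z-score above 3 at 5 µM with at least 500 cells counted in the well; inconclusive means wells under 500 cells, flagged as cytotoxic or low count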
Dynein transport cytoplasmic EGFP: recorded beside Dynein transport, whose call it bears; z-score; measured here: cytoplasmic GR-EGFP intensity; active compounds read high
Dynein transport nuclear GR-EGFP: recorded beside Dynein transport, whose call it bears; z-score; measured here: nuclear GR-EGFP intensity;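 lower value marks the stronger effect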
Dynein transport cell count: second read-out of Dynein transport, no call of its own (marks repeat the call); z-score; measured here: cell count per field
Ins promoter up cell count: further read-out of Ins promoter up, marked with its call; cell count; measured here: cytotoxicity, nuclei count;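 total cells summed across four imaged fields per well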
Lipid droplet cells 6.5 µM: further read-out of Lipid droplet, marked with its call; cell count; measured here: cell count, cytotoxicity flag;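 cells counted across two imaged fields per well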
bCat nuc transl cell count 5 µM: recorded beside bCat nuc transl, whose call it bears; cell count; measured here: cell count, cytotoxicity flag
T cell modulator vesicle-bound %: also measured in T cell modulator; calls as there; double positive events, %; measured here: CD8+ vesicle-bound cell fraction;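 binding gate set so that unloaded-vesicle control wells show 10% double positive cells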
MT stabilizer Hoechst-high %: further read-out of MT stabilizer, marked with its call; % Hoechst-high responders; measured here: nuclear condensation Hoechst responders;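 share of cells brighter than vehicle mean plus two SD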
MT stabilizer cytotoxicity %: recorded beside MT stabilizer, whose call it bears; toxicity, %; measured here: cytotoxicity by cell density;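 0% = mean cell density of plate MIN control wells and 100% = no cells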
Myeloid diff 2 GFP+ MAC1+ %: further read-out of Myeloid diff 2, marked with its call; GFP+ MAC1+ double positive, %; measured here: differentiation confirmed by MAC1 staining
* marks the source's active call; other numbers are inactive results; i = inactive; ? = inconclusive; · = not tested or not shown.

SMILES | MT stabilizer | MT stabilizer Hoechst-high % | MT stabilizer cytotoxicity % | Myeloid diff 2 | Myeloid diff 2 GFP+ MAC1+ % | TNAP activation fold | Lipid droplet | Lipid droplet cells 6.5 µM | PMI inhibitors | bCat nuc transl | bCat nuc transl cell count 5 µM | Dynein transport | Dynein transport cytoplasmic EGFP | Dynein transport nuclear GR-EGFP | Dynein transport cell count | T cell modulator | T cell modulator vesicle-bound % | Ins promoter up | Ins promoter up cell count
CCN(CC)CCCN1C(=O)c2oc3ccccc3c(=O)c2C1c1cccs1 (stereo not drawn) | 1.8 | 1.4 | 5.7 | · | · | 1.1 | -0.8 | 749 | 2.9% | 0.3 | 1139 | 0.254 | -0.0271 | 0.235 | 0.167 | i | 25.1 | 0.07 | 901
Cc1ccccc1CN(C)CC(=O)NC(C)CCc1ccccc1 (stereo not drawn) | 2.3 | 1.6 | 4.1 | i | 0.4 | 1.1 | -4.7 | 688 | -1.8% | -3.6 | 1087 | 0.423 | -0.321 | 1.09 | -0.752 | i | 29.6 | 0.11 | 1380
COCCCNC(=S)NCCCNc1nc2cc(C)cc(C)c2cc1C#N | 2.7 | 2.1 | 9.5 | i | 0.7 | 1.1 | -4.2 | 723 | -57.2% | 0.4 | 1562 | -0.107 | -0.172 | -0.123 | -0.525 | i | 13.9 | · | ·
CCC(c1nnnn1C1CCCC1)N1CCN(c2cccc(OC)c2)CC1 (stereo not drawn) | 2.0 | 2.0 | 4.8 | i | 0.1 | 1.1 | 7.7 | 711 | -5.2% | 0.8 | 1544 | 1.71 | -0.0629 | 1.05 | -2.28 | i | 52.3 | · | ·
Cc1c(CC(Cl)(Cl)Cl)c2c(n1O)CC(C)(C)CC2=O | 1.9 | 2.1 | 4.0 | i | 0.7 | 1.1 | 24.0 | 713 | -4.4% | -2.7 | 582 | -0.488 | -0.31 | -0.539 | 0.573 | i | 44.8 | 0.48 | 1263
CCOc1ccc(N2CSC3=C(C#N)C(c4ccco4)CC(=O)N3C2)cc1 (stereo not drawn) | 0.7 | 1.2 | 8.5 | i | 0.8 | 1 | 19.8 | 845 | -31.3% | · | · | -0.959 | 0.177 | -0.178 | 0.416 | i | 22.5 | · | ·
O=C(CN1CCCCCC1)OCCN=C1NS(=O)(=O)c2ccccc21 | 3.1 | 2.0 | 11.0 | i | 0.7 | 1.2 | 17.5 | 705 | 3.2% | -0.5 | 1018 | 0.505 | -0.252 | 0.744 | -0.0111 | i | 33.6 | -0.27 | 1855
COc1ccc(OC)c2c1C(=O)C(Cl)=C(Cl)C2=O | · | · | · | ? | · | · | 9.9 | 678 | · | 1.7 | 1306 | -5.38* | 0.523* | -2.81* | 0.757* | i | 50.0 | 0.67 | 967
O=S(=O)(NCc1cn2ccsc2n1)c1cccs1 | 2.3 | 1.4 | 5.8 | i | 0.7 | 1 | · | · | -5.0% | -0.9 | 1420 | -0.146 | -0.196 | 0.045 | 0.994 | i | 9.8 | 0.98 | 1471
Cc1nc(/C=C/c2ccccc2)cc(/C=C/c2ccccc2)n1 | 1.5 | 1.0 | 7.1 | i | 1.2 | 1 | 1.2 | 793 | 11.4% | -2.7 | 1376 | -0.674 | 0.0215 | -0.0874 | 0.641 | i | 45.3 | 0.14 | 879
COc1ccc2c(c1)CCc1sc(NC(=O)c3ccco3)nc1-2 | 2.0 | 4.1 | 11.7 | i | 2.4 | 1.2 | · | · | 31.4% | · | · | -0.932 | -0.157 | -0.269 | 0.251 | i | 15.4 | -0.54 | 876
CCCn1c(=N)n(CC(=O)OCC)c2ccccc21 | 1.7 | 2.3 | 8.9 | i | 0.3 | 1.1 | · | · | -6.0% | -6.5 | 858 | -0.258 | 0.0763 | -0.0795 | 0.423 | i | 45.2 | 1.54 | 1415
CC[n+]1c(/C=C/N(C)c2ccccc2)oc2ccc(Cl)cc21 | 5.3 | 1.6 | 0.5 | i | 1.1 | 1.1 | 1.1 | 683 | 24.4% | 1.8 | 1028 | 1.42 | -0.069 | 0.873 | -0.75 | i | 35.0 | ? | ·
COC(=O)c1sccc1NC(=O)C1CC=CCC1C(=O)O (stereo not drawn) | 3.2 | 1.6 | 3.6 | i | 1.0 | 1.1 | 8.3 | 756 | 8.5% | · | · | 0.132 | -0.076 | 0.803 | 1.14 | i | 20.0 | 0.68 | 1234
O=C(O)c1nn(-c2cccc(Cl)c2)c(=O)cc1O | 2.9 | 1.5 | 5.8 | i | 0.1 | 1.1 | -1.6 | 615 | 8.0% | -0.1 | 1562 | 0.00201 | 1.27 | 0.468 | -0.604 | i | 48.0 | -0.33 | 1493
O=C(NCCc1nnc2ccc(NCc3ccc(F)cc3)nn12)c1ccccc1 | 2.3 | 1.3 | 4.8 | i | 0.4 | 1.1 | -11.6 | 688 | -5.6% | -1.5 | 1049 | 0.56 | -0.233 | 0.301 | -0.402 | i | 30.5 | 0.54 | 1214

Some of these compounds in order of heavy-atom count, largest number first.
SMILES | MT stabilizer | MT stabilizer Hoechst-high % | MT stabilizer cytotoxicity % | Myeloid diff 2 | Myeloid diff 2 GFP+ MAC1+ % | TNAP activation fold | Lipid droplet | Lipid droplet cells 6.5 µM | PMI inhibitors | bCat nuc transl | bCat nuc transl cell count 5 µM | Dynein transport | Dynein transport cytoplasmic EGFP | Dynein transport nuclear GR-EGFP | Dynein transport cell count | T cell modulator | T cell modulator vesicle-bound % | Ins promoter up | Ins promoter up cell count
CCOc1ccc(N2CSC3=C(C#N)C(c4ccco4)CC(=O)N3C2)cc1 (stereo not drawn) | 0.7 | 1.2 | 8.5 | i | 0.8 | 1 | 19.8 | 845 | -31.3% | · | · | -0.959 | 0.177 | -0.178 | 0.416 | i | 22.5 | · | ·
Cc1ccccc1CN(C)CC(=O)NC(C)CCc1ccccc1 (stereo not drawn) | 2.3 | 1.6 | 4.1 | i | 0.4 | 1.1 | -4.7 | 688 | -1.8% | -3.6 | 1087 | 0.423 | -0.321 | 1.09 | -0.752 | i | 29.6 | 0.11 | 1380
CCCn1c(=N)n(CC(=O)OCC)c2ccccc21 | 1.7 | 2.3 | 8.9 | i | 0.3 | 1.1 | · | · | -6.0% | -6.5 | 858 | -0.258 | 0.0763 | -0.0795 | 0.423 | i | 45.2 | 1.54 | 1415

Grouped by structure: the compounds so far containing a cyano group (two)
SMILES | MT stabilizer | MT stabilizer Hoechst-high % | MT stabilizer cytotoxicity % | Myeloid diff 2 | Myeloid diff 2 GFP+ MAC1+ % | TNAP activation fold | Lipid droplet | Lipid droplet cells 6.5 µM | PMI inhibitors | bCat nuc transl | bCat nuc transl cell count 5 µM | Dynein transport | Dynein transport cytoplasmic EGFP | Dynein transport nuclear GR-EGFP | Dynein transport cell count | T cell modulator | T cell modulator vesicle-bound % | Ins promoter up | Ins promoter up cell count
COCCCNC(=S)NCCCNc1nc2cc(C)cc(C)c2cc1C#N | 2.7 | 2.1 | 9.5 | i | 0.7 | 1.1 | -4.2 | 723 | -57.2% | 0.4 | 1562 | -0.107 | -0.172 | -0.123 | -0.525 | i | 13.9 | · | ·
CCOc1ccc(N2CSC3=C(C#N)C(c4ccco4)CC(=O)N3C2)cc1 (stereo not drawn) | 0.7 | 1.2 | 8.5 | i | 0.8 | 1 | 19.8 | 845 | -31.3% | · | · | -0.959 | 0.177 | -0.178 | 0.416 | i | 22.5 | · | ·

Screening results: PubChem, several laboratories

Hits appear at their usual frequency, and some 3% of all compounds hit somewhere here.
